TRPV1 agonist: human TRPV1 agonism. TRPV1-expressing cells, Fluo-8 calcium influx, agonist mode. Q8NER1. activation, % at 8.33 µM. AID 540275. 320,000 tested, 0.19% active; in the data active = activation above about 80%; inconclusive = between about 30% and that limit; also: 0% is about no effect
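Fluo-8 calcium influx in TRPV1-expressing cells, kinetic read (ex 480/em 520 nm). Compound added and read 3 min for agonist activity, followed by capsaicin at EC20 final and 2 min further read for enhancement.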
Eya2 phos inh: Eya2 (human) phosphatase inhibition. recombinant Eya2, OMFP fluorescence dephosphorylation (OMFP is methylfluorescein phosphate). Potency, µM (highest dose often 76.9 µM), for inactives: at the highest dose activity, negative = inhibition, most hits filed as inhibitors. 330,000 tested, 0.006% active; also: potency is read from the fitted curve at half-maximal effect; % is scaled to controls: 0 for no effect and ±100 for the full control effect
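Eya2 protein (added as 0.2 uM solution) was preincubated with compound for 10 min at ambient temperature in 50 mM HEPES pH 7.5, 50 mM NaCl, 5 uM MgCl2, 0.05% BSA, 1 mM DTT. OMFP (added at 50 uM) then reacted 10 min; fluorescence read at 485/525 nm.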
B2AR arrestin: agonists driving beta-arrestin recruitment to human beta2-adrenergic receptor; P07550; beta-arrestin recruitment to beta2AR, cell-based reporter; Potency, µM (top dose mostly 46.1 µM), for inactives: top-dose activation, actives largely listed as activators; 330,000 tested, 0.02% active;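 also: potency is read from the fitted curve at half-maximal effect; 0% = DMSO controls and full agonism = EC100 isoproterenol or metaproterenol; nearly all actives have a fitted effect of over 65% in size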
Target sequence (P07550 whole entry, looked up): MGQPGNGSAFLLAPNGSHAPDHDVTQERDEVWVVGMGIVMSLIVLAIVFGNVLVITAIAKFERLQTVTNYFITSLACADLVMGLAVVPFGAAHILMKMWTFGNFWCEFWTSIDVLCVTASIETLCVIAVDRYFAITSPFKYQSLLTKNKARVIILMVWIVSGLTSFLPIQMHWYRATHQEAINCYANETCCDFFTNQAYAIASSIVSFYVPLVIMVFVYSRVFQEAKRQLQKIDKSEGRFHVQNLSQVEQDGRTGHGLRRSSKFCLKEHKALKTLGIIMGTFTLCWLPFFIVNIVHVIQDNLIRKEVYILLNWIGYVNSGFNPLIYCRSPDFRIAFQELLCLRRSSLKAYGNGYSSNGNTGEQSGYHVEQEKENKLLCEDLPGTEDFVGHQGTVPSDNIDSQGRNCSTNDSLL
uPA surface inh: inhibitors of cell surface uPA generation. cell surface uPA generation assay, qHTS. Potency, µM (titrated, usually from 38.3 µM), inactives show top-dose activity change, negative = inhibition, actives largely listed as inhibitors. 330,000 tested, 0.31% active; active = well fitted inhibition curve with a large enough effect; inconclusive = small, poorly fitted or top-dose-only effect; inactive = no such curve, though single readings can be large or run the other way; tested in mouse RAW 264.7 cells; also: potency is read from the fitted curve at half-maximal effect; % is scaled to controls: 0 for no effect and ±100 for the full control effect; nearly all actives have a fitted effect of over 55% in size
BRCA1 expr up: BRCA1 expression activation; Potency, µM (top dose mostly 46.1 µM), for inactives: at the highest dose activation, hits mostly activators; MCF7-BRCA1-FFLuc reporter, luminescence, 48 h; response scale: scaled: vehicle 0%, 10 µM genistein 100%; 380,000 tested, 1.1% active; AID 624202; also: potency is read from the fitted curve at half-maximal effect; nearly all actives have a fitted effect of over 80% in size; some results filed as inactive show a strong effect at the top dose
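MCF7 cells carrying a BRCA1-firefly luciferase reporter (2000 cells/well, phenol-red free MEM) were attached for 2 h at 37 °C, then given compounds for 48 h. Luminescence was read 15 min after luciferase reagent; activity normalized to genistein (10 microM) and DMSO.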
ELG1 genotoxic: inducers of genotoxicity in HEK293T ELG1-luciferase cells; HEK293T ELG1-luciferase reporter, luminescence, 16 h; Potency, µM (top dose mostly 46 µM), for inactives: top-dose activity change, positive = activation, usual class: activators; 330,000 tested, 1.3% active; AID 504466; also: potency is read from the fitted curve at half-maximal effect; % of control where 0% means no effect; nearly all actives have a fitted effect of over 60% in size
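DMSO vehicle served as control against compound-treated ELG1-luciferase HEK293T cells; exposure lasted 16 hr at 37 °C and 5% CO2, followed by ONE-Glo luminescence detection after 30 min.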
ASM inhibitor: human S-ASM enzyme inhibition; P17405; placental ASM, HMU-PC fluorogenic substrate, 60 min; Potency, µM (doses to about 57.5 µM), without a hit: at the top dose activity change, negative = inhibition, usual class: inhibitors; 340,000 tested, 0.006% active; also: potency is read from the fitted curve at half-maximal effect
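Human placenta-derived ASM preincubated with compound 10 min at room temperature, then reacted with 9 uM (final) fluorogenic HMU-PC substrate for 60 min at 37 C. Stop solution raises pH to 10; fluorescence read at Ex 386/Em 447 nm.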
p53 reactivator: restores transcriptional activity of mutant p53 | 320,000 tested, 0.063% active | Potency, µM (highest dose often 92.2 µM), for the others: top-dose activity change, positive = activation, actives largely listed as activators | H1299 p53-A138V BP100-luciferase reporter, luminescence, 24 h | AID 504706; also: potency is read from the fitted curve at half-maximal effect; % of control where 0% means no effect; nearly all actives have a fitted effect of over 45% in size
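H1299 (p53-null), stable ts p53-A138V + BP100-Luc; 1000 cells/well, Opti-MEM/10% FBS; cpd 4 pt, 1:5; 24 h, 37 deg C, 5% CO2; detection reagent 10 min RT; luminescence.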
USP2a inh: blocks human ubiquitin-specific protease USP2a; O75604; USP2 core, Ub-CHOP2 coupled fluorogenic reporter, 485/531; AID 463254; 330,000 tested, 0.01% active; Potency, µM (highest dose often 38.3 µM), without a hit: top-dose activity change, negative = inhibition, actives largely listed as inhibitors;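 also: potency is read from the fitted curve at half-maximal effect; plate controls were DMSO wells for no effect and full inhibition by NEM control for full effect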
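Deubiquitinase activity read as fluorescence (485/531 nm) after Ub-CHOP2 cleavage activates the enterokinase reporter on its substrate; USP2 core 10nM, Ub-CHOP2 and substrate 25nM each, 30min compound preincubation then 60min RT; data normalized to NEM, curves fitted.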
TSG101-PTAP inh: blocks PTAP/TSG101 interaction to inhibit HIV-1 budding. Q99816. Fluorescence polarization, FITC-PTAP peptide / Tsg101 binding. Potency, µM (doses to about 115 µM), inactives show top-dose activity change, negative = inhibition, actives largely listed as inhibitors. 340,000 tested, under 10 active. AID 493005; active = well fitted inhibition curve with a large enough effect in the main read-out, with a control signal flat, not every such curve was filed as active; inconclusive = small, poorly fitted or top-dose-only effect, or effect the other way, or a change in a side signal; inactive = no such curve, though single readings can be large or run the other way; also: potency is read from the fitted curve at half-maximal effect; % of control where 0% means no effect
Target sequence (Q99816 whole entry, looked up): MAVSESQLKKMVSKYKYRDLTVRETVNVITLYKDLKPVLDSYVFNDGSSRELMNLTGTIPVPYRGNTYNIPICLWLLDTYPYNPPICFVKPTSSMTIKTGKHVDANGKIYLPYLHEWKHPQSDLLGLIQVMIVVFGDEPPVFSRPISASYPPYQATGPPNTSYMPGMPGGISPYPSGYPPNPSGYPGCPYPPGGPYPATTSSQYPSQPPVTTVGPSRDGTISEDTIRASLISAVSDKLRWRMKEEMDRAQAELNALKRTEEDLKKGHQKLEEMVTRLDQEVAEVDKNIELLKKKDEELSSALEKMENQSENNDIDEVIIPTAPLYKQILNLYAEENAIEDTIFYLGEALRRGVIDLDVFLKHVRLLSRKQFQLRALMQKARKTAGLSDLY
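FP read-out: FITC-PTAP peptide, 50 nM final, binding Tsg101 binding domain, 10 uM final; 20 min, r.t.; 10 mM HEPES pH 7.5, 0.15 M NaCl, 0.01% Tween 20, 3 mM EDTA, 0.1 mM TCEP.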
Integrin act MD: activators of alpha7 integrin expression for muscular dystrophy | alpha7betagal myoblasts, beta-gal FDG fluorescence, 48 h | Potency, µM (highest dose often 38.3 µM), for inactives: at the highest dose activation, usual class: activators | 350,000 tested, 0.064% active;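 also: potency is read from the fitted curve at half-maximal effect; 100% = response of the positive control SU9516; nearly all actives have a fitted effect of over 60% in size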
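alpha7betagal+/- myoblasts (passage 13, 250/well) treated 48 h at 37C with compounds at 1:260 dilution of DMSO stock. Lysed, then beta-galactosidase activity read as FDG fluorescence (ex 480/em 540) after 30 min, with pre-read for autofluorescence.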
Active calls of the source: *; ? = inconclusive; nt = no result given; & = joins results of further samples; [ ] = dose if it differs, or a comment. Unless noted, calls follow the shape of the dose curve; as a rule, active = well fitted curve in the direction sought with a large enough effect; inconclusive = small, poorly fitted or top-dose-only effect, or another doubt; inactive = no such curve, though single readings can be large; an effect the other way counts as inactive or inconclusive.

| mol | TRPV1 agonist | Eya2 phos inh | B2AR arrestin | uPA surface inh | BRCA1 expr up | ELG1 genotoxic | ASM inhibitor | p53 reactivator | USP2a inh | TSG101-PTAP inh | Integrin act MD |
| --- | --- | --- | --- | --- | --- | --- | --- | --- | --- | --- | --- |
| Cc1cnc(CN(C)C(=O)c2ccc3oc(Cc4ccc(Cl)cc4)nc3c2)[nH]1 | 3 | -2% | 0.4% | 4% | 10% | -1% | 1% | -2% | 2% | -5% | 5% |
| O=C(O)CCSCC(=O)Nc1c(C(=O)C2CC2)oc2ccccc12 | -1 | 4% | -0.2% | -1% | 14% | -1% | 4% | 0% | 3% | -5% | -17% |
| Cc1cc(C)c(NC(=O)CSc2nnc(-c3ccncc3)n2Cc2ccco2)c(Cl)c1 | 4 | -6% | 4.0% | -5% | -6% | 0% | 3% | -5% | -25% | -6% | -13% |
| CC(C)CCNC(=O)C(c1ccco1)N(Cc1cccs1)C(=O)Cn1nnc2ccccc21 (configuration not stated) | 10 | 11% | -0.2% | 5% | -42% | 2% | -2% | 24% | -1% | 1% | -9% |
| O=C1NC(=S)S/C1=C\c1ccc(SCc2ccccc2)o1 | 2 | -1% | 0.3% | -6% | -37% | -8% | -20% | 1% | 1% | 2% | 24% |
| C[C@@H]1NC(=O)[C@H](CCC(N)=O)NC(=O)c2cc([N+](=O)[O-])cc(I)c2NCC[C@@H](C(N)=O)NC1=O | 0 | -4% | -0.4% | 11% | 14% | 1% | -6% | 6% | 4% | -3% | 13% |
| CCCCNCCCOc1cccc(Cl)c1 | -1 | 21% | -0.2% | nt | -28% | -3% | -1% | 6% | -1% | -9% | 14%[7.66 µM] |
| COc1ccc(C(=O)CCC(=O)O)cc1 | 2 | 8% | 0.1% | 3% | -13% | 6% | 4% | -3% | 3% | -1% | -23% |
| O=C(c1sc2ccccc2c1Cl)N1CCN(c2ncccn2)CC1 | 7 | 0% | 0.6% | -9% | -15% | -5% | -5% | -12% | -1% | -11% | 0% |
| CC(=O)N1CCN(S(=O)(=O)c2cccc(C(=O)N(Cc3ccccc3)c3cccc(C)c3)c2)CC1 | ? | 11% | -0.1% | -7% | -9% | -1% | -3% | 0% | -1% | 1% | -35% |
| CCOC(=O)c1c(C)[nH]c(C(=O)OCCOc2ccc(Cl)cc2)c1C | -5 | -1% | -0.3% | 5% | ? | ? | -9% | ? | -10% | -2% | ? |
| CCOC(=O)c1cccc(NC(=O)CCn2c(=O)oc3ccccc32)c1 | -2 | 8% | -0.5% | -7% | -27%&-5% | -3% | 0% | -5% | -1% | -3% | 10% |
| O=C(COC(=O)c1ccccn1)NC(=O)c1ccccc1 | 2 | 20% | 0.3% | -18% | 3% | -2% | 3% | 2% | 1% | -6% | 8% |
| O=C(O)C1C2C=CC3(CN(Cc4ccccn4)C(=O)C13)O2 (configuration not stated) | -3 | 4% | -0.3% | 0% | 2% | 3% | 5% | 3% | -1% | -1% | 13% |
| S=C(NCc1ccncc1)Nc1ccc(Cl)cc1Cl | 80* | -15% | -0.3% | -9% | -10% | -4% | 6% | -3% | 2% | -5% | 10% |
| O=C(NN1C(=O)C2C3CCC(O3)C2C1=O)c1ccc(Br)o1 (configuration not stated) | 2 | 10% | 0.4% | -1% | 7% | 1% | 1% | 3% | 5% | -1% | 2% |
| O=C(COC(=O)c1cc(Cl)ccc1O)NNC(=O)c1ccccc1F | nt | -13% | 0.0% | 6% | -2% | 0% | 4% | -5% | -2% | -2% | 3% |
| O=C(Nc1ccc(Cl)cc1)c1cc2nc(-c3ccco3)cc(C(F)(F)F)n2n1 | -4 | 12% | 0.2% | 0% | -18% | 3% | 130%[activator] | 5% | 0% | 0% | 9% |
| Cc1ccc(C(C(=O)NCc2ccc(F)cc2)N(C(=O)c2csnn2)C2CC2)o1 (configuration not stated) | 0 | 2%[15.4 µM] | -0.4% | 5% | -1% | -2% | 1% | 0% | 0% | 0% | -13% |
| c1cc2c3c(cccc3c1)-c1cnccc1-2 | nt | nt | nt | -3% | 54% | nt | 10% | nt | nt | -2% | 6% |
| O=S(=O)(O)c1cccc(N=Nc2c(O)ccc3ccccc23)c1 | 0 | -10% | 0.0% | 0% | 0% | -1% | 19% | -1% | -10% | 0% | 0% |
| CNC(=O)CSc1nc2nc(C)cc(C)n2n1 | 3 | -6% | 0.5% | -9% | -11% | 2% | 4% | 1% | 2% | -1% | 13% |
| O=S(=O)(c1cccc2nsnc12)N1CCc2ccccc2C1 | 9 | 1% | 5.7% | nt | 13% | 7% | 16% | ? | 3% | -4% | 19% |
| O=C(NCC(c1ccco1)N1CCN(c2ccccc2)CC1)c1ccc2c(c1)OCO2 (configuration not stated) | 3 | -11% | -0.3% | 2% | 0% | -12% | -1% | 2% | 1% | 1% | 1% |
| Cc1cc2cc(CCNS(=O)(=O)c3ccc(F)cc3)c(=O)[nH]c2cc1C | 16 | 1% | -0.5% | -1% | -25% | -11% | -3% | 0% | 1% | -4% | 0% |
| CC(C)Cn1c(N)c(C(=O)CSc2nnnn2C)c(=O)n(C)c1=O | 8 | 19% | -0.2% | -12% | -10% | 0% | 0% | -17% | 2% | -4% | 5% |
| CC(NC(=O)c1ccccc1)c1nc2ccccc2n1Cc1ccc(C#N)cc1 (configuration not stated) | 0 | -5% | -0.3% | 6% | -16% | -5% | 1% | -11% | -2% | -4% | -3% |
| Cc1cccc(C)c1NC(=O)CN(C)C(=O)c1ccc(N2C(=O)CCC2=O)cc1 | -5 | 21% | -0.2% | 27% | -2% | 1% | -1% | 6% | 3% | 0% | -9% |
| COc1ccccc1C(=O)OCC(=O)c1cccc([N+](=O)[O-])c1 | 3 | 4% | -2.0% | -17% | -26% | -2% | 1% | 3% | 5% | -7% | -3% |
| COc1ccc(O)c(C(=O)c2cnn(C(=O)c3cccc(N(C)C)c3)c2)c1 | nt | -16% | -0.3% | 3% | ? | 0% | 5% | 19% | 1% | -1% | 2% |
| N[C@@H](Cc1ccc(O)c(I)c1)C(=O)O | 0 | 6%&-6% | -0.8% | nt | nt | -1% | nt | 0% | 1% | nt | nt |
| O=C(Nc1ccc(C(=O)O)cc1)/C(=C\C=C\c1ccccc1)NC(=O)c1ccccc1Cl | -3 | 1% | -0.7% | -10% | 83% | 4% | 3% | -1% | 3% | -1% | -4% |
| O=[N+]([O-])c1cccc(-c2nnc(CNC3CC3)o2)c1 | 4 | -5% | 0.2% | -1% | 9% | 0% | 3% | 23% | 0% | 2% | -17% |
| O=C(CSc1nc(=O)n(CCCN2CCOCC2)c2c1CCCC2)Nc1cccc([N+](=O)[O-])c1 | -1 | -4% | 0.3% | -13% | -25% | 1% | nt | -6% | -1% | -1% | -16% |
| CC(CCc1ccccc1)NC(=O)C(=O)NCCO (configuration not stated) | -2 | -9% | 0.5% | nt | 2% | -2% | 3% | -8% | 2% | -11% | ? |
| Cc1nc(CSc2ccc(Cl)cc2)cc(NCc2ccccc2)n1 | 1 | -30% | -0.3% | 6% | ? | 0% | -1% | 3% | 3% | -2% | 16% |
| COc1ccc(/C=C2/N=C(SCC(=O)Nc3cc(C)on3)N(c3ccccc3)C2=O)cc1 | -1 | -1% | 0.3% | 0% | 2% | ? | 36%[activator] | 3% | 5% | -2% | -9% |
| CN1CCN(/C=N/c2c(C#N)cnn2C)CC1 | -1 | 9% | -0.1% | 2% | -3% | -7% | 9% | -4% | 1% | -1% | 24% |
| Cc1cc([N+](=O)[O-])nn1CC(=O)N(C)C1CCCCC1 | 1 | -2% | 0.1% | 0% | -12% | 1% | -3% | 4% | -1% | -1% | -7% |
| COc1cc2c(cc1NC(=S)Nc1cccc3ccccc13)oc1ccccc12 | -6 | -23% | 0.0% | 4% | -15% | 4% | -2% | 17% | 0% | -3% | -1% |
| CC(C)CCNC(=O)c1ccc2c(SCC(=O)O)c3c(nc2c1)CCCC3 | 0 | 3% | -0.5% | 1% | 1% | 2% | 9% | 13% | 5% | -5% | 17% |
| CC(=Nc1ccc(O)cc1)c1sc2ccccc2c1O | ? | 4% | 0.2% | -15% | -1% | 4.6µM* | -5% | ? | 2% | ? | -32% |
| O=C(CCN1C(=O)c2cccc3cccc(c23)C1=O)Nc1ccccc1 | -8 | -6% | -0.4% | -2% | -46% | -19% | 5% | -3% | -2% | -2% | -11% |

Screening data (PubChem BioAssay)
